# Screening data from PubChem BioAssay.
# NCOA3 inh – human NCOA3 inhibition. Q9Y6Q9. HEK293 GAL4-SRC3 luciferase reporter, luminescence. inhibition, % at 3.6 µM. 360,000 compounds, 0.17% hits. AID 588352;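 active = inhibition above a per-campaign cutoff, the mean of all compounds plus 3 SD, cut at about 60% in these data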;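 note: 0% = DMSO-treated cells and 100% = gossypol-treated cells at 36 µM; higher means less SRC3-driven luciferase light from the GAL4 reporter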
# TROY signal inh – blocks TROY-dependent signaling in reporter cells; Q293 LMP1-TROYcd NF-kB luciferase reporter, 4 h; 360,000 compounds, 0.98% hits; inhibition, % at 10 µM;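 active = compounds whose plate-normalised and pattern-corrected inhibition of the luciferase reporter signal at the single screening dose is 50% or more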
# NCOA1 inh – inhibitors of human steroid receptor coactivator 1 (SRC1). Q15788. HEK293 GAL4-SRC1 luciferase reporter, luminescence. inhibition, % at 3.6 µM. 360,000 compounds, 0.12% hits. AID 588354;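 active = inhibition above the campaign mean plus 3 SD, with each screening campaign given its own cutoff, cut at about 60% in these data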;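 note: 0% = DMSO treated cells and 100% = gossypol at 36 µM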
# LRH-1 inv ag – NR5A2 inverse agonism in reporter assay | 360,000 compounds, 0.13% hits | AID 602396 | HEK293T StAR-luciferase reporter, LRH-1 transfected, 24 h | inhibition, % at 3.6 µM;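 active = inhibition above the mean inhibition of all tested compounds plus 3 SD, cut at about 73% in these data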;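 note: 0% = DMSO wells and 100% = reporter-only cells lacking LRH-1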
# Target sequence (O00482 whole entry, looked up): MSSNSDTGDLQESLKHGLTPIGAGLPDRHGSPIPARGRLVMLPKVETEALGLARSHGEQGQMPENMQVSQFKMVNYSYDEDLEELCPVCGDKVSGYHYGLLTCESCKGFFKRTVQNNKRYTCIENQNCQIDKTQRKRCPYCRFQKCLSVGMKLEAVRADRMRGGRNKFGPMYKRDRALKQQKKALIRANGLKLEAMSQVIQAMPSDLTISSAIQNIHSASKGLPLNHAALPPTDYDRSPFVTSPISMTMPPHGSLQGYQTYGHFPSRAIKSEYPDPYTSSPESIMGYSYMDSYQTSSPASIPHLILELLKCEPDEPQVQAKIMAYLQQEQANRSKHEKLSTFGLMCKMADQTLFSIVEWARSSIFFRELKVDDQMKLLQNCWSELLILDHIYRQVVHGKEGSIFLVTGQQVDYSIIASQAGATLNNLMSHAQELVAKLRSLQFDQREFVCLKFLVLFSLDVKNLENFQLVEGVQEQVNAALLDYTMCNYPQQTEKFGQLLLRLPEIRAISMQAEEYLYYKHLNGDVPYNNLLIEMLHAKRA
# LMP1 NFkB inh – inhibitors of Epstein-Barr LMP1-induced NF-kappaB reporter. LMP1-induced NF-kappaB luciferase reporter cells, luminescence. inhibition, % at 12.5 µM. 350,000 compounds, 0.69% hits; in the data active = inhibition above about 41%;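 note: 0% = neutral control wells and 100% = reference inhibitor control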
# KKLEB cytotox – counter-screen for CF NF-kB inhibitors: cytotoxicity; KKLEB CF airway cells viability, ATPlite luminescence, overnight; stronger effect = lower value; cells stimulated with P. aeruginosa culture filtrate; 360,000 compounds, 0.36% hits; activity change (cytotoxicity), % at 5 µM;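 active = corrected activity change at or below -50% at 5 µM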
# NCOA2 inhibitor – human SRC2 (NCOA2) inhibition. HEK293 GAL4-SRC2 luciferase reporter, luminescence. inhibition, % at 9 µM. AID 651957. 370,000 compounds, 0.17% hits;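 active = inhibition above the mean inhibition of all tested compounds plus 3 SD, set per campaign, cut at about 52% in these data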;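 note: 0% = DMSO treated cells and 100% = cells given Gossypol at 36 µM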
# COUP-TFII inh – inhibitors of human COUP-TFII (NR2F2). P24468. HEK293T NGFI-A luciferase reporter, luminescence. inhibition, % at 8.6 µM. 370,000 compounds, 0.7% hits;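 active = inhibition above a per-plate cutoff, mean inhibition of test wells between control levels plus 3 SD, cut at about 38% in these data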;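 note: cells cotransfected with COUP-TFII expression vector driving the NGFI-A reporter; 0% = median of COUP-TF2 test wells and 100% = reporter-only cells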
# Target sequence (P24468 whole entry, looked up): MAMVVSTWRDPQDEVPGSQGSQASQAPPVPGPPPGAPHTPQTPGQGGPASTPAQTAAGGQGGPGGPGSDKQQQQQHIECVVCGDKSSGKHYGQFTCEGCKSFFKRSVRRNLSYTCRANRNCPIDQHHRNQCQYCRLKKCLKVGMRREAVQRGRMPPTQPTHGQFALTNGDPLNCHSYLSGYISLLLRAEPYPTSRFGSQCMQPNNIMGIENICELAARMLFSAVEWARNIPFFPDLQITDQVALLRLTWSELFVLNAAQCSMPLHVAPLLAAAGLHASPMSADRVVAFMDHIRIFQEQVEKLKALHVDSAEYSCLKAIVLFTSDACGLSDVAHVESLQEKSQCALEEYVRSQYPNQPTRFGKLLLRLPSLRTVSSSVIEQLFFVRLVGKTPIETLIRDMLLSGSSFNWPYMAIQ
# CF NFkB block – cystic fibrosis NF-kB activation inhibition. KKLEB NF-kB-GFP reporter, PAF-induced, GFP fluorescence overnight. inhibition, % at 5 µM. 360,000 compounds, 0.86% hits. AID 588850;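 active = at least 50% inhibition at 5 µM, scaled per plate between neutral and stimulator controls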;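 note: PAF is a Pseudomonas aeruginosa culture filtrate used as stimulus; plate controls were PAF-stimulated DMSO wells for no effect and unstimulated DMSO wells for full effect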
# TWEAK Fn14 block – TWEAK-Fn14 signaling inhibition; AID 1159606; 360,000 compounds, 2% hits; inhibition, % at 10 µM; TWEAK-stimulated Fn14 reporter cells, luciferase luminescence, 8 h; in the data active = inhibition above about 50%
# TRAIL sens C8 – caspase-8 TRAIL sensitization. NB7+C8 cells + TRAIL, ATPlite viability luminescence. inhibition (viability loss, TRAIL sensitization), % at 10 µM. 360,000 compounds, 1% hits. AID 624354;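 active = compounds causing at least 50% loss of cell viability in the single-dose screen, relative to plate controls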
# * hit, by the source's call; nt = no result given.
SMILES,NCOA3 inh,TROY signal inh,NCOA1 inh,LRH-1 inv ag,LMP1 NFkB inh,KKLEB cytotox,NCOA2 inhibitor,COUP-TFII inh,CF NFkB block,TWEAK Fn14 block,TRAIL sens C8
O=C(COc1nc2ccccc2nc1N1CCOCC1)Nc1cccc(S(=O)(=O)N2CCCCC2)c1,10,11,0,-7,0,7,-20,14,3,7,11
CC(OC(=O)Cc1n[nH]c(=O)c2ccccc12)C(=O)Nc1ccc(S(N)(=O)=O)cc1 (configuration not stated),-13,-4,-8,9,3,-5,-23,12,8,-9,-11
CC1(C)CC(=O)C2=C(C1)Nc1ccccc1N1C(=O)c3ccccc3C21 (configuration not stated),11,-1,-6,2,-2,-3,12,5,20,23,-22
COc1ccc(OCC(=O)Nc2ccccc2OC)cc1,-12,-34,-5,-19,-11,17,-22,-22,-76,-13,0
Cc1cc(Br)cn2c(Cc3ccsc3)c(-c3ccccc3)nc12,-1,6,11,20,nt,-10,-22,-15,37,25,-5
CCOCC(O)CNC(=O)c1ccc2nc(Cc3ccc(OC)c(OC)c3)oc2c1 (configuration not stated),-3,6,-3,5,5,1,4,1,-22,6,2
CC1CCC(NC(=O)Cn2c(=O)[nH]c3ccsc3c2=O)CC1 (configuration not stated),-17,-20,-17,-29,-20,0,-36,-26,-9,-11,1
Cc1nnc(Sc2cc(NCCO)c([N+](=O)[O-])c3nonc23)s1,-7,5,-2,-1,-2,20,7,-1,-10,13,18
CCc1ccc(C(=O)NNc2cc(Cl)cc(Cl)c2)cc1,13,-21,-13,-27,0,-8,-13,1,-13,-1,3
CC1(C)CC(=O)CC(C)(C)N1OC(=O)c1ccncc1,-1,-1,-10,-8,-8,-2,2,8,-1,-17,-3
CNC(=S)NNC(=O)c1cn(C)nc1C,1,-8,-18,-2,3,1,2,-5,-15,10,-3
O=C(CSc1nnc(CN2CCCCC2)n1-c1ccccc1)c1ccc2c(c1)OCO2,13,-8,-1,-1,1,-6,23,25,0,12,-6
S=C(Nc1ccccc1)N1N=CCC1c1ccccc1 (configuration not stated),-59,-28,-46,-49,-10,-2,-35,-21,-3,-20,-14
O=[N+]([O-])c1ccc(N/N=C/C=C/c2ccco2)cc1,-50,4,-82,-101,4,2,-23,-32,-30,-27,18
O=C(CCNC(=O)c1ccccc1)NCc1ccccc1F,-26,-23,-33,-17,5,-5,-28,-13,22,-30,19
O=C(NCC1CCCCC1)c1cc(S(=O)(=O)N2CCCCC2)ccc1Cl,-6,6,-10,3,-4,-6,6,8,18,-9,12
CCn1nc(CC(=O)Nc2ccc(-n3cnnn3)c(OC)c2)c2ccccc2c1=O,-9,-1,-15,0,3,0,1,-8,-8,-12,26
Cc1cccc(NC(=S)NCC(c2cccnc2)N2CCOCC2)c1 (configuration not stated),12,9,9,1,8,7,-15,8,-12,5,-3
COc1ccccc1CCC(=O)N(Cc1ccccc1)c1c(N)n(Cc2ccccc2)c(=O)[nH]c1=O,12,-7,-13,10,0,-16,23,0,18,16,1
Cc1ccc(S(=O)(=O)N2CCC(C(=O)OCC(=O)N(C)CC(=O)Nc3ccc(F)cc3)CC2)cc1C,12,27,-58,-7,-1,-1,-9,-2,0,4,-13
O=C(Nc1ccccc1N1CCCC1)c1ccc2ccccc2c1,-5,-49,-33,12,-7,2,-1,-3,-15,-16,12
COP(=O)(/C=C/c1ccccc1)C(O)c1ccc(F)cc1 (configuration not stated),10,14,-5,-2,-1,-2,-7,-10,12,2,7
NC(=O)CC(NC(=O)c1ccc(Br)cc1)c1ccc(NCc2ccc(F)cc2)c([N+](=O)[O-])c1 (configuration not stated),-9,11,3,-9,-1,-4,-19,14,7,11,11
O=C(NNC(=O)C1CCCCC1)c1cnccn1,-7,2,6,2,-1,-14,-32,10,-2,-4,14
Cc1ccc(N2C(N)=C(C#N)C(c3cccnc3)C3=C2CCCC3=O)cc1 (configuration not stated),23,-12,8,-4,2,-8,-1,6,1,-4,-3
SMILES,NCOA3 inh,TROY signal inh,NCOA1 inh,LRH-1 inv ag,LMP1 NFkB inh,KKLEB cytotox,NCOA2 inhibitor,COUP-TFII inh,CF NFkB block,TWEAK Fn14 block,TRAIL sens C8
O=C(N/C(=C/c1cccc(Br)c1)C(=O)N1CCCCC1)c1ccco1,2,4,-8,-7,10,-12,10,-5,4,-9,5
CCCOc1ccc(/C(CC)=N/NC(=O)C2(C)CC2(Br)Br)cc1 (configuration not stated),2,3,-21,0,-1,-52*,4,-1,34,-13,2
Cc1ccccc1N(CC(=O)NCCSc1ccccn1)S(=O)(=O)c1ccccc1,1,3,7,12,0,-6,-12,15,0,10,-5
CC(=O)Nc1cccc(C(=O)N/N=C/c2cccnc2)c1,9,-2,-23,-7,-10,-8,-20,-19,-3,-10,4
O=C(c1cnn2ccccc12)N1CCc2ccccc21,-79,-52,-121,-122,-31,-6,-59,-67,0,11,17
COc1ccccc1C(=O)Nc1nnc([C@@H]2C[C@H](O)[C@@H](CO)O2)s1,-3,8,10,20,nt,11,-5,-9,-6,3,3
CN(C(=O)COC(=O)c1cc(-c2ccc(Cl)s2)nc2ccccc12)C1CCS(=O)(=O)C1 (configuration not stated),-2,-18,-10,-1,5,12,-12,-18,-33,0,1
CC(COC(=O)c1ccccc1)(COC(=O)c1ccccc1)/[N+]([O-])=C/c1ccccc1,24,2,1,10,8,-14,-6,10,14,49,-9
CCOC(=O)c1cc(-c2ccccc2)sc1NC(=O)C(C)(C)C,10,-1,-29,-8,-7,16,-4,-3,-12,96*,-3
O=C(Cn1c(=O)cnc2ccccc21)NCC(=O)Nc1ccc(F)c(F)c1,0,10,-15,-18,6,5,-3,-6,12,-5,6
COc1ccccc1NC(=O)CSc1nc(=O)n(CCN2CCOCC2)c2c1CCC2,2,5,-19,-20,-1,-10,-1,1,8,-1,-8
Cc1ccc(S(=O)(=O)N2CCC[C@H]2C(=O)NC2CCCCC2)cc1,5,-8,-3,2,7,2,16,0,12,-10,-15
Oc1ccc(C=Nc2cccc3ncccc23)c(O)c1,-3,1,4,16,-6,-2,-14,1,-10,18,10
Cc1c(C(=O)NCC2COc3ccccc3O2)oc2ccc(S(=O)(=O)N3CC(C)CC(C)C3)cc12 (configuration not stated),17,4,9,-7,13,7,11,5,5,5,2
CNS(=O)(=O)c1cc(-c2nnc(Nc3ccc(CC(N)=O)cc3)c3ccccc23)ccc1C,-1,-12,2,21,16,4,2,-3,8,12,-17
O=C(NCCCN1CCOCC1)C(=O)NCC1CCCO1 (configuration not stated),4,-5,-22,4,-2,2,-20,4,10,-4,-11
COc1ccc(-c2ccc(SCC(=O)Nc3cccc(C(C)=O)c3)nn2)cc1OC,-61,-26,-83,-69,-15,-12,-24,-27,10,-1,26
CSc1cccc(NS(=O)(=O)c2ccc3c(c2)oc(=O)n3C)c1,16,6,9,1,4,0,7,14,6,11,4
Cc1cc(C)n2c(NC3CCCC3)c(-c3cccnc3)nc2n1,nt,-10,nt,-19,nt,nt,-17,1,nt,4,-6
O=C(CN1C(=O)N/C(=C\c2ccccc2OCc2ccc(C(=O)O)cc2)C1=O)Nc1ccccc1F,-44,7,-9,-12,-4,1,-22,1,-6,20,5
COCCNC(=O)CN1CCOc2ccccc21,14,-16,2,0,3,-4,-6,13,-2,4,-2
Cc1cc(Nc2ccccc2C(=O)O)nc2nc3ccccc3c(=O)n12,13,-8,-31,-7,3,0,-24,-19,-16,-15,10
O=c1ccc(-c2ccc(S(=O)(=O)Nc3cccc(F)c3)o2)n[nH]1,-23,-1,-9,-7,-3,-3,12,-4,-3,-1,-8
Cc1ccc(NC(=O)c2cc(C(=O)c3cc(Cl)ccc3O)cn(-c3ccc(C)cc3)c2=O)cc1,15,12,3,-12,24,-11,1,9,55*,24,8
Cc1cc(NC(=O)C2CCCN(S(=O)(=O)c3c(C)noc3C)C2)n[nH]1 (configuration not stated),15,-18,-2,13,3,5,10,-2,8,2,18
SMILES,NCOA3 inh,TROY signal inh,NCOA1 inh,LRH-1 inv ag,LMP1 NFkB inh,KKLEB cytotox,NCOA2 inhibitor,COUP-TFII inh,CF NFkB block,TWEAK Fn14 block,TRAIL sens C8
Cc1cc2c3c(c1)C1(C(=O)N3C(C)(C)CC2C)C(C#N)=C(N)Oc2n[nH]c(C)c21 (configuration not stated),22,9,5,-4,0,-25,20,-1,12,21,1
CC(=O)Nc1cc2c(cc1C(=O)C(C)C)OCCO2,2,10,1,8,-4,13,13,-3,4,-1,-5
COc1cccc(-n2c(Cc3cc(=O)[nH]c(=O)[nH]3)nnc2SCC(=O)NC2CCCC2)c1,16,-7,-6,8,-2,9,6,3,9,0,-3
O=C1C(=O)N(CCCn2ccnc2)C(c2cccnc2)/C1=C(/O)c1ccc(F)cc1 (configuration not stated),17,6,4,-31,0,-18,6,-9,5,1,-3
COc1ccc(C2N(c3ccccn3)C(=O)C3CCCN32)c(OC)c1 (configuration not stated),2,-10,5,3,17,-7,-4,12,3,-6,-10
CCOC(=O)c1[nH]c2cc(OC)c(OC)cc2c1N,5,-27,-37,-3,-3,-4,-12,5,4,-10,-10
CC(=O)c1c(C)[nH]c(C(=O)OCC(=O)Nc2ccc(Cl)c(S(=O)(=O)N(C)C)c2)c1C,19,22,10,19,10,-9,14,45*,-7,54*,18
OC1CCCN(Cc2c3ccccc3cc3ccccc23)C1 (configuration not stated),6,-52,-5,10,-6,0,-39,-46,15,-28,-4
Cc1ccc(N2CC(C(=O)NCCS(=O)(=O)N3CCN(c4ccccc4F)CC3)CC2=O)cc1 (configuration not stated),3,-10,1,14,-1,9,-7,-1,-2,2,-1
COc1ccc(OC)c(S(=O)(=O)Nc2cc(OC)c(Cl)cc2OC)c1,12,-3,0,31,-5,-2,-9,5,10,-5,7
COC(=O)CC1C(=O)NCCN1C(=O)CSc1nnnn1-c1ccc(Cl)cc1 (configuration not stated),0,4,-24,0,3,8,23,-5,0,-14,-1
CC12CCC(=O)N1C(C(=O)OCC(=O)Nc1ccc(C(F)(F)F)cc1)CS2 (configuration not stated),9,-6,-10,6,6,-2,-10,-9,-9,-4,-9
CCOc1cc(/C=C2\COc3ccccc3C2=O)ccc1OCC(=O)N(C)C,36,2,9,13,13,-12,36,15,19,79*,-1
CCOC(=O)NC(=O)c1cn(Nc2ncc(C(F)(F)F)cc2Cl)c(=O)[nH]c1=O,-4,18,2,-8,3,-3,-3,-11,20,7,-2
N=C(SC1CC(=O)N(c2ccc(F)cc2)C1=O)N1N=C(c2ccccc2)CC1c1ccccc1 (configuration not stated),14,-2,4,30,-1,-17,26,-4,38,-22,16
O=C(Cn1c(=O)oc2ccc(Cl)cc21)Nc1ccon1,4,10,2,1,2,0,-4,-8,9,10,4
COc1cc2cc(CCCOC(=O)c3ccc(C#N)cc3)oc(=O)c2cc1OC,2,-7,5,-2,6,8,-23,8,-13,-13,-7

# Results in NCOA1 inh, TRAIL sens C8 and TWEAK Fn14 block, for two of the compounds above:
canonical_smiles,NCOA1 inh,TRAIL sens C8,TWEAK Fn14 block
OC1CCCN(Cc2c3ccccc3cc3ccccc23)C1 (configuration not stated),-5,-4,-28
Cc1ccc(N2CC(C(=O)NCCS(=O)(=O)N3CCN(c4ccccc4F)CC3)CC2=O)cc1 (configuration not stated),1,-1,2
